Screening data from PubChem.
Tb PYK inh: blocks Trypanosoma brucei pyruvate kinase | Q57TT1 | TbPYK enzyme, Kinase-Glo Plus ATP luminescence, 45 min | Potency, µM (series often up to 76.8 µM), for the others: top-dose activity, negative = inhibition, actives largely listed as inhibitors | hit rate 0.12% among 410,000; further: potency means the concentration at half of the fitted maximal effect; on the % scale 0 is the no-effect control and ±100 the full control effect; nearly all actives have a fitted effect of over 50% in size
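Activity of T. brucei pyruvate kinase was followed by Kinase-Glo Plus luminescence after the enzyme reacted 45 min at room temperature with 130 uM ADP (final) and substrate. Test compounds were added before ADP at multiple concentrations.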
Cycloheximide cs: affects cycloheximide protein synthesis inhibition readout, counter-screen; max response, %; cell reporter, cycloheximide protein synthesis inhibition counterscreen; hit rate 12% among 300,000; in the data active means max response mostly above about 13%, no sharp cut-off; inactive means mostly below about 14%; further: read at 38.3 µM for the half of the compounds with a filed dose; 0% is about no effect
Pf growth 96h: inhibits malaria parasite growth, 96 h; P. falciparum luciferase reporter growth, 96 h; Potency, µM (doses to about 28.7 µM), without a hit: at the highest dose activity change, negative = inhibition, most hits filed as inhibitors; hit rate 6.9% among 320,000; further: potency means the concentration at half of the fitted maximal effect; on the % scale 0 is the no-effect control and ±100 the full control effect
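Delayed-death screen, second-generation endpoint: infected erythrocytes, 2% hematocrit, 0.05% parasitemia final; 96 hours at 37 C, 5% CO2; luciferase detection reagent; luminescence decrease equals reduced growth.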
Pf growth 48h: inhibits P. falciparum growth in the first generation, 48 h | AID 504832 | Potency, µM (highest dose often 28.7 µM), for inactives: top-dose activity change, negative = inhibition, usual class: inhibitors | P. falciparum luciferase growth in erythrocytes, 48 h | hit rate 5.9% among 310,000; further: potency means the concentration at half of the fitted maximal effect; on the % scale 0 is the no-effect control and ±100 the full control effect
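A one-generation exposure of luciferase-tagged malaria parasites in RPMI 1640/Albumax erythrocyte culture, 37 C and 5% CO2. Inhibition is inferred from decreased luminescence after adding detection reagent.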
HCV inh: HCV inhibition; Huh7.5.1 HCVcc-Cre infection, luciferase reporter, 44 h; Potency, µM (titrated, usually from 41.8 µM), for the others: at the top dose activity change, negative = inhibition, hits mostly inhibitors; hit rate 3.4% among 340,000; AID 651820; further: potency means the concentration at half of the fitted maximal effect; on the % scale 0 is the no-effect control and ±100 the full control effect
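Seed cells (1,000/well) for 4 h; treat with compound and infect with HCVcc-Cre, moi about 0.5. Incubate 44 h, then detect luciferase activity.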
LmPK inh: LmPK (Leishmania mexicana) enzyme inhibition | Q27686 | purified LmPK, Kinase-Glo ATP luminescence, 1 h | Potency, µM (highest dose often 57.5 µM), inactives show top-dose activity change, negative = inhibition, most hits filed as inhibitors | hit rate 0.37% among 290,000; further: potency means the concentration at half of the fitted maximal effect; on the % scale 0 is the no-effect control and ±100 the full control effect
Target sequence (Q27686 whole entry, looked up): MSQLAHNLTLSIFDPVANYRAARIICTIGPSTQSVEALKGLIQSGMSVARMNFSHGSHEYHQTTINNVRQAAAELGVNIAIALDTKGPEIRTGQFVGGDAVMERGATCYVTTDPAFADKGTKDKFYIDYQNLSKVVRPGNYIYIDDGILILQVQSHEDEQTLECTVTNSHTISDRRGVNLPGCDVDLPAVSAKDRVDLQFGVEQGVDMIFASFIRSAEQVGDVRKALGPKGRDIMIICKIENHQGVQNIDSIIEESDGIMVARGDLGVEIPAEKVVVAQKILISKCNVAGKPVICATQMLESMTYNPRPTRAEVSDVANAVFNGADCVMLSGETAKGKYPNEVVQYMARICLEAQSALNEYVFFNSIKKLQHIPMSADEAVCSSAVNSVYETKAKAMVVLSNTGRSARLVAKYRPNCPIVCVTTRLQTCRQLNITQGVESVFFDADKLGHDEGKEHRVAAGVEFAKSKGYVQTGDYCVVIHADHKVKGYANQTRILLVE
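qHTS format; LmPK 0.1 nM; substrates PEP 0.5 mM and ADP 0.1 mM. One-hour room-temperature incubation, then coupled luciferase luminescence; 0.5 nM enzyme wells mark activation.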
Shiga toxin inh: blocks Shiga toxin action in Vero cells. inhibition, % at 38.7 µM. AID 2315. Vero cells, Shiga toxin protein synthesis inhibition reporter. hit rate 9.2% among 290,000; in the data active means inhibition mostly above about 28%, no sharp cut-off; inactive means mostly below about 43%; further: 0% is about no effect
Numbers without * were called inactive; ? = inconclusive; nt = not tested or not shown; & = joins results of further samples; [ ] = another dose, or the depositor's remark. Unless noted, the call rests on the fitted dose curve; in most records, active means well fitted curve in the direction sought with a large enough effect; inconclusive means small, poorly fitted or top-dose-only effect, or another doubt; inactive means no such curve, though single readings can be large; an effect the other way counts as inactive or inconclusive.

SMILES	Tb PYK inh	Cycloheximide cs	Pf growth 96h	Pf growth 48h	HCV inh	LmPK inh	Shiga toxin inh
O=C(/C=C/c1ccco1)N/C(=C\c1ccccc1)C(=O)NCCc1nc2ccccc2[nH]1	-12%	9	-5%	-13%	17%	-2%	37*
CCOC(=O)NC1C=CS(=O)(=O)C1 (configuration not stated)	-9%	1	?	37%[activator]	-9%	-2%	-2
O=C(N/N=C/c1ccc(Cl)cc1Cl)c1ccncc1	-1%	24*	35%[activator]	20%	-6%	1%	45*
Cc1ccccc1NC(=O)CSc1nnc2ccc(-c3ccccn3)nn12	-2%	nt	-18%	3%	-2%	nt	nt
O=C1C=C(c2ccc(F)cc2OCc2ccccc2)C[C@@H](c2ccc(Cl)cc2)C1	-2%	nt	31%[activator]	?	57%[activator]	nt	nt
O=C(c1cccs1)N1CCN(Cc2ccccc2[N+](=O)[O-])CC1	-4%	-2	25%	-7%	-2%	-5%	11
Cc1ccc(-c2nc(CS(=O)CC(=O)N3CCN(c4ncccn4)CC3)c(C)o2)cc1 (configuration not stated)	1%	-3	-21%	nt	-23%	2%	-4
COc1ccc(CN2CCNC(=O)C2CC(=O)NCCN2CCCCC2=O)c(F)c1 (configuration not stated)	-3%	-3	2%	31%[activator]	-3%	-5%	-5
NC(=O)C1CCN(C(=O)C2CCN(C(=O)Nc3ccccc3)CC2)CC1	-3%	nt	19%	?	19%	nt	nt
CC(C)C(=O)N1CCN(c2nc(-c3ccccc3)c3c(c2C#N)CC(C)(C)OC3)CC1	-2%	-3	?	13µM*	-22%	1%	-6

Continued (2 carried over from the part before).
SMILES	Tb PYK inh	Cycloheximide cs	Pf growth 96h	Pf growth 48h	HCV inh	LmPK inh	Shiga toxin inh
NC(=O)C1CCN(C(=O)C2CCN(C(=O)Nc3ccccc3)CC2)CC1	-3%	nt	19%	?	19%	nt	nt
CC(C)C(=O)N1CCN(c2nc(-c3ccccc3)c3c(c2C#N)CC(C)(C)OC3)CC1	-2%	-3	?	13µM*	-22%	1%	-6
C/C(=N\NC(=O)c1ccc(O)cc1O)c1cccnc1	-6%	40*	?	95%[activator]	2%	-1%	73*
CCCCNC(=O)CCCCC(=O)N/N=C/c1ccccc1Cl	-6%	-5	?	3%	-4%	0%	19
CCN1CCN(c2ccc(S(=O)(=O)N3CCCCC3)cc2NC(=O)c2cccc(C)c2[N+](=O)[O-])CC1	-9%	nt	?	?	?	nt	nt
CCOC(=O)c1cc(NC(=O)c2cc(C)on2)cc(C(=O)OCC)c1	1%	-3	341%[activator]	-5%	2%	-10%	-15
CCN1C(=O)OC2(CCCCC2)C1(C)O (configuration not stated)	nt	-2	-15%	24%	9%	-1%	-10
COc1ccccc1N(C)S(=O)(=O)c1ccc(Cl)c(C(=O)NNC(=O)c2ccccc2O)c1	3%	-4	5%	34%[activator]	?	-5%	-12
CCc1cc(=O)oc2cc(OCC(=O)NC3CC(C)(C)NC(C)(C)C3)ccc12	-3%	-4	30%	-3%	-9%	-2%	-3
Cc1csc(NC(=O)/C=C/c2ccc3c(c2)OCO3)n1	-13%	74*	23%	161%[activator]	?	0%	91*
O=S(=O)(c1ccc(F)c(F)c1F)N1CCN(C(=S)Nc2ccccc2)CC1	3%	-1	?	2.3µM*	-16%	1%	-11
Cn1nc(N)c2c1N=P(N1CCOCC1)(N1CCOCC1)N=C2c1ccccc1	-9%	6	-8%	?	15%	-1%	8
Cc1onc(-c2c(Cl)cccc2Cl)c1C(=O)n1nnc2ccccc21	nt	-3	48%[activator]	nt	nt	10%	-9
Nc1c(-c2ccc(F)cc2)cnc2ncnn12	4%	-2	32%[activator]	16%	2%	-1%	10
Cc1ccc2c3c([nH]c2c1)C(=O)CC(C)(C)S3	2%	-1	-2%	12%	-10%	-6%	68
CCOc1ccc2nc(NCCNS(=O)(=O)c3ccccc3)c(C#N)cc2c1	2%	26*	13µM*	-14%	?	3%	9
O=C(Nc1ccc(Cl)cc1)N1CCC(c2nc(-c3ccc(F)cc3)no2)CC1	-5%	35*	106%[activator]	?	?	1%	53*
COc1ccc(-c2cc(C(=O)N3CCCC3)c3ccccc3n2)cc1OC	-1%	19	-20%	?	-10%	-5%	-6
CCc1cc2c(NCc3ccco3)ncnc2s1	-12%	-3	10%	-12%	16µM*	-12%	-3
O=C(C1CCN(c2ncnc3c2nc2n3CCCCC2)CC1)N1CCN(c2ccccc2F)CC1	4%&-4%	-3	4%	-1%	5%	-4%	-7
CCOc1cccc(C(=O)Nc2ccccc2C(=O)N2CCN(C)CC2)c1	-7%	0	4.7µM*	2%	8%	3%	-8
CC(C)(C)c1ccc(C(=O)NC(=S)NCC2CCCO2)cc1 (configuration not stated)	-4%	17*	-16%	?	2%	0%	148*
O=c1oc2ccccc2c(NC2CCCCC2)c1NS(=O)(=O)c1ccc(F)c(Cl)c1	3%	-7	?	15%	-21%	-4%	-9
Cc1cc(C)c(C)c(S(=O)(=O)N2CCN(C(=O)CCc3nc4ccccc4c(=O)[nH]3)CC2)c1C	0%	-6	?	-26%	?	1%	-5
CS(=O)(=O)N(CC(=O)NC1CCCC1)c1ccc(Oc2ccccc2)cc1	-5%	2	-28%	12%	-24%	-1%	32
CCS(=O)(=O)N1CCC(C(=O)Oc2ccccc2)CC1	0%	-2	-5%	19%	32%[activator]	2%	-1
CCN(CC)C(=O)CN1C(=O)C2CC=C(Cl)CC2C1=O (configuration not stated)	3%	9	nt	3%	17%	0%	-15
Cc1cccc(C)c1NC(=S)N(Cc1ccco1)C1CCN(C(C)C)CC1	-7%	6	?	9%	-14%	4%	11
Cc1nc(SCCO)c([N+](=O)[O-])[nH]1	-3%	-1	42%[activator]	31%[activator]	18%	-2%	-6
C=CCn1c(SCC(=O)c2ccc(Cl)s2)nc2ccccc2c1=O	-5%	-4	16%	-6%	?	11%	-10
O=C(CN1CCOCC1)Nc1ccc([N+](=O)[O-])cc1Br	-2%	-3	82%	?	-13%	0%	6
O=C(O)c1cc(-c2ccc(/C=N/Nc3ccc([N+](=O)[O-])cn3)o2)ccc1Cl	4%	8	0%	1%	3%	17%[11.5 µM]	-11
CN=C1CC(C)(C)CC(=O)/C1=C(/O)CCCN1C(=O)c2ccccc2C1=O	-6%	5	-5%	-5%	-6%	2%	12
CCOC(=O)c1ccc[n+](CC(=O)c2ccc(OC)cc2)c1	0%	0	11%	-5%	7%	-1%	-7
CC1(C)CC2CC(C)(CN2C(=O)COC(=O)c2ccc(Cl)cc2N)C1 (configuration not stated)	-5%	-2	-14%	-7%	5%	-3%	-13
CC(=O)c1ccc(NC(=O)CSc2nc(N)c3cc4c(nc3n2)CCCC4)cc1	-6%	37*	55%[activator]	42%[activator]	-10%	-3%	66*
CN(C)CCNC(C(=O)Nc1cc(Cl)cc(Cl)c1)c1ccccc1 (configuration not stated)	7%	-6	-24%	23%	?	-1%	-22
COc1cc(/C=C2\CCCc3c2nc2ccccc2c3C(=O)O)cc(Br)c1O	-5%	-2	48%[activator]	12%	13%	11%	-9
C(=N\Nc1ncnc2sc3c(c12)CCC3)/c1cccs1	nt	-4	?	6%	nt	-1%	-20
COc1ccc(CN2CCN(Cc3ccccc3C(F)(F)F)CC2)c(OC)c1	-6%	-4	-1%	10%[0.00184 µM]	-17%	-1%	-7
O=C(Nc1cc(-c2ccccc2)[nH]n1)c1ccccc1F	-4%	42*	0%	191%[activator]	-10%	-1%	105*
CC(=O)Nc1c2c(nn1-c1ccccc1)CS(=O)C2 (configuration not stated)	-16%	2	31%[activator]	39%[activator]	-19%	4%	3
Cc1ccc(C2NC(=O)c3c(sc4c3CCN(C)C4)N2)s1 (configuration not stated)	-18%	33*	?	-26%	18%	-4%	67*
COc1ccc(C(CNC(=O)c2ccc(S(=O)(=O)N3CCCC3)cc2)N2CCOCC2)cc1 (configuration not stated)	26%	1	?	?	7%	6%	-2
CCOC(=O)C1(CCOc2ccccc2)CCN(Cc2ccc(OC)c(O)c2)CC1	-1%	5	-24%	?	?	-2%	-14
CC(C)NCCCCOc1ccc(Br)cc1Cl	-3%	8	27%	?	10µM*	-1%	10
O=C(NCC1CC1)Nc1ccc(Cl)cc1	5%	32*	65%[activator]	34%[activator]	-8%	-5%	70*
Cc1ccc2nc(C)cc(C(=O)OCC(=O)Nc3cccnc3Cl)c2c1	4%	-5	2%	?	1%	-18%	1
NNc1nc2ccc(Cl)cc2s1	-13%	42*	0%	84%[activator]	?	-15%	83*
CCOc1ccc(NC(=O)CSc2nnc(CCNC(=O)c3ccc(OC)cc3)n2CC)cc1	1%	1	?	-3%	-2%	-1%	-13
CCOc1ccc(C(=O)NCC(=O)NCCOc2ccc(C)cc2)cc1	0%	0	?	0%	-5%	-1%	11
COc1cccc(C2c3[nH]c4ccccc4c3CCN2Cc2cnn(C)c2)c1 (configuration not stated)	3%	1	?	?	-4%	5%	10

The listing continues:
SMILES	Tb PYK inh	Cycloheximide cs	Pf growth 96h	Pf growth 48h	HCV inh	LmPK inh	Shiga toxin inh
Cc1cccc(Cn2c(N3CCN(CCO)CC3)nc3c2c(=O)[nH]c(=O)n3C)c1	-3%	-2	-15%	-12%	6%	-1%	-4
COc1ccc(C)cc1NC(=O)CN1CCN(S(=O)(=O)c2ccc(C(C)C)cc2)CC1	24%	1	30%[activator]	13µM*	-8%	2%	14
O=C(O)c1cccc(N/N=C/c2cn(-c3ccccc3)nc2-c2cccs2)c1	-12%	52*	66%[activator]	204%[activator]	-3%	-3%	150*
CCCN(CCC)CC(O)Cn1cc(/C=C/C(=O)c2cccs2)c2ccccc21 (configuration not stated)	-6%	-1	2%	7.4µM*	?	7%	-6
O=c1cc(O)c2c(=O)n(-c3ccccc3)c3c(c2o1)CCCCC3	-4%	-3	16%	6%	-8%	-3%	12
Cc1cc(Nc2c(C)n(C)n(-c3ccccc3)c2=O)n2c(nc3ccccc32)c1C#N	2%	-2	nt	-26%	?	1%	-10
CCOc1ccc(-n2c(SCC(=O)NC3CCS(=O)(=O)C3)nnc2-c2cccnc2)cc1 (configuration not stated)	-16%	-1	11%	2%	?	-3%	-4
Nn1c(SCC(=O)NC(=O)NC2CCCC2)nnc1-c1ccccc1F	2%	1	?	0%	-6%	-2%	1
COc1ccc(S(=O)(=O)N2CCOCC2)cc1NC(=O)c1ccncc1	2%	nt	?	-12%	7%	nt	nt
O=C(CN1CCN(Cc2ccccc2)CC1)N/N=C/C=C/c1ccccc1[N+](=O)[O-]	-7%	8	37%[activator]	4%	-1%&16%	3%	-6
O=C(O)c1ccc(CNCc2cccc(Cl)c2Cl)cc1	-12%	2	nt	15%	13%	-2%	1
O=C(NCCC(=O)N1CCC2(CC1)NCCc1[nH]cnc12)c1cccc(C(F)(F)F)c1	-10%	-3	3%	8%	5%	10%	-2
O=C(CSc1ncccn1)N/N=C/c1ccc2c(c1)OCO2	0%	34*	-29%	49%[activator]	6%	-1%	25

Already shown: an excerpt of the list.
SMILES	Tb PYK inh	Cycloheximide cs	Pf growth 96h	Pf growth 48h	HCV inh	LmPK inh	Shiga toxin inh
O=C(O)c1ccc(CNCc2cccc(Cl)c2Cl)cc1	-12%	2	nt	15%	13%	-2%	1
O=C(NCCC(=O)N1CCC2(CC1)NCCc1[nH]cnc12)c1cccc(C(F)(F)F)c1	-10%	-3	3%	8%	5%	10%	-2
O=C(CSc1ncccn1)N/N=C/c1ccc2c(c1)OCO2	0%	34*	-29%	49%[activator]	6%	-1%	25
